Rin1-Abl PPI inh: human Rin1-Abl interaction inhibition | TR-FRET Rin1/Abl binding, biochemical | inhibition, % at 7.35 µM | hit rate 0.4% among 360,000 | P00519+Q13671; in the data active means inhibition above about 5%, passing the limit was not always enough
Target sequence (P00519 whole entry, looked up): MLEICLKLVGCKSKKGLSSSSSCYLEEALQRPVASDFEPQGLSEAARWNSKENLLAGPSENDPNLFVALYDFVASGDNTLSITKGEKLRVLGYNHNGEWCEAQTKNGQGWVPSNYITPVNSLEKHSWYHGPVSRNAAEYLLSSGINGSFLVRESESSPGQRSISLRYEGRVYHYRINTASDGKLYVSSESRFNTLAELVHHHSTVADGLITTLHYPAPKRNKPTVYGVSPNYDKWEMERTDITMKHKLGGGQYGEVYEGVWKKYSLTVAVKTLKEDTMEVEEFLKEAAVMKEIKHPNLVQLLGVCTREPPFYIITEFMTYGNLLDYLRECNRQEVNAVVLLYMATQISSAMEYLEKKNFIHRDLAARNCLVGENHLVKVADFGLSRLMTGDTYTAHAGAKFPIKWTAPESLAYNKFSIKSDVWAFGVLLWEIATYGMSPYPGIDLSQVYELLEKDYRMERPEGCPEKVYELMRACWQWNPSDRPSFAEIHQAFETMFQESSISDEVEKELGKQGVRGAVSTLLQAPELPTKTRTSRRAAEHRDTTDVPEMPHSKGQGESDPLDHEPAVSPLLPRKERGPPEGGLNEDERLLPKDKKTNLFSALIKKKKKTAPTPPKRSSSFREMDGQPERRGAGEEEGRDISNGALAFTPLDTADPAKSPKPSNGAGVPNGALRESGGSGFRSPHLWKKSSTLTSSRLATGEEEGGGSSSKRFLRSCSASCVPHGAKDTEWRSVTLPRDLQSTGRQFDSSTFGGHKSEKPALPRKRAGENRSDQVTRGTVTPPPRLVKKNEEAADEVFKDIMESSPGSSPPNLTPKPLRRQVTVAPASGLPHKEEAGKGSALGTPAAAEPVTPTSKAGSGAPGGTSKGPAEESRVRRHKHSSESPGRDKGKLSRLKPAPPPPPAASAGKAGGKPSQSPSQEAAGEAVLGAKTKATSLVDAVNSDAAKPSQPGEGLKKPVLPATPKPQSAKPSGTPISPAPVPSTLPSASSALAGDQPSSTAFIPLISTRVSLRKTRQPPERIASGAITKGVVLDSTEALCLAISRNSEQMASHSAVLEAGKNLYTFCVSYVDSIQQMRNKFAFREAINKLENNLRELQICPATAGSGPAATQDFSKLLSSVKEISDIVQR
Target sequence (Q13671 whole entry, looked up): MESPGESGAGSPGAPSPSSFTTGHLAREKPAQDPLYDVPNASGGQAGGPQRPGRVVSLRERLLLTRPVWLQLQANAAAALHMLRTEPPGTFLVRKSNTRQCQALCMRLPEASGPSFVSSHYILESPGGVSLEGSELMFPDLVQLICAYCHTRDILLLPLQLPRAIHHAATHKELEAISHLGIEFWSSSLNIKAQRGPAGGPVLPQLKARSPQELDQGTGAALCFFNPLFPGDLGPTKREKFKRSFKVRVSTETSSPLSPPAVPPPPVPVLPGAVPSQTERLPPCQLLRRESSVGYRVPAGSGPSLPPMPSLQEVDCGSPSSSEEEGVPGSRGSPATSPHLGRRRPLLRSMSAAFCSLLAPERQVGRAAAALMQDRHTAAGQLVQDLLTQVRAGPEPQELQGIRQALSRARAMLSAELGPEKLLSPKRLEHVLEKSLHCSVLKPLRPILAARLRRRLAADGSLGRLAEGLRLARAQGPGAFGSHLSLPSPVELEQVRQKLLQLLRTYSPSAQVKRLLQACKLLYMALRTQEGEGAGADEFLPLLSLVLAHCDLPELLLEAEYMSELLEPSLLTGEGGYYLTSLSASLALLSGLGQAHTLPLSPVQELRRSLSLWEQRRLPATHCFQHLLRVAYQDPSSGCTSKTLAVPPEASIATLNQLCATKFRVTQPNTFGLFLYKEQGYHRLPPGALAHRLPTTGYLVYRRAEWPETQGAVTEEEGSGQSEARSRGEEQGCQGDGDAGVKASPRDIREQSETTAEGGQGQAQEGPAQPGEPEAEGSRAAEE
MT1-MMP act inh: blocks activation of human MT1-MMP. hit rate 0.061% among 360,000. P50281. GFP/RFP ratio change, % at 20 µM. HT1080 RFP-PRO-GFP cells, GFP/RFP ratio fluorescence, overnight; percent of plate control window, DMSO zero;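 active means GFP/RFP ratio change of at least 30% with cell ATP level not reduced by more than half and red fluorescence within 50% of control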; further: strong numbers were not always called active
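Assay system: RFP-PRO-GFP reporter HT1080 cells; read-out basis: GFP/RFP fluorescence ratio; benchmarks: DMSO wells and RFP-L50D-GFP cells; doses: 20 µM single dose, 1% DMSO; schedule: overnight cell settling, then overnight compound exposure, 37 °C, 5% CO2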
MsrA inh: inhibitors of bovine MsrA; purified bovine MsrA, absorbance read-out; inhibition, % at 15.5 µM; hit rate 0.75% among 360,000; in the data active means inhibition above about 4.5%;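 further: 0% = vehicle wells with enzyme and 100% = reference inhibitor wells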
Rpn11 block: Rpn11 (human) deubiquitinase inhibition; hit rate 0.59% among 360,000; O00487; calls only at 20 µM; human 26S proteasome, Ub4-pepOG fluorescence polarization; 20S core pre-blocked with epoxomicin;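 active means inhibition at 20 µM, scaled to each plate's controls, above about 33%, limit read from the data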
FAS-TE inh: blocks the thioesterase domain of human fatty acid synthase; P49327; recombinant FAS-TE, OMFH fluorogenic substrate, fluorescence endpoint; inhibition, % at 15 µM; hit rate 0.67% among 360,000; AID 602261;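 active means compounds whose normalised, plate-corrected inhibition of enzyme fluorescence in the single-dose primary screen is 50% or more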;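 further: 0% = DMSO with enzyme and 100% = substrate without enzyme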
eLon inh: E. coli protease La inhibition | purified E. coli Lon protease, fluorescence polarization | P0A9M0 | AID 602123 | inhibition, % at 7.94 µM | hit rate 0.42% among 360,000; in the data active means inhibition above about 13%, passing the limit was not always enough;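 further: 0% = enzyme with probe and DMSO and 100% = no enzyme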
CSN inh: CSN deneddylation inhibition; inhibition, % at 12.5 µM; Q92905; hit rate 0.38% among 360,000; Purified CSN, SCF-Nedd8-OG deneddylation, fluorescence polarization; AID 651999;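 active means pattern-corrected inhibition above about 35%, with an unprinted fluorescence ratio check between 0.5 and 1.5, limit read from the data, passing the limit was not always enough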;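 further: 0% = enzyme with substrate and 100% = substrate without enzyme; some results filed as inactive read as strong as hits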
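Material: purified human Csn5 enzyme expressed in HEK293T cells / Medium: Tris buffer pH 7.5, NaCl, DTT, Tween-20, trehalose, ovalbumin / Compound dosing: 12.5 µM single point / Schedule: 90 min incubation of compound, enzyme and substrate at room temperature / Signal: fluorescence polarization of the substrate / Control set: no-enzyme wells high, enzyme-with-substrate wells low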
MLLE-PAM2 inh: inhibitors of microRNA-mediated deadenylation, human PABP1 MLLE binding | GST-MLLE / FITC-PAM2 fluorescence polarization | AID 588489 | inhibition, % at 20 µM | hit rate 0.36% among 360,000 | P11940; in the data active means inhibition above about 35%, passing the limit was not always enough;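 further: plate controls were DMSO wells with GST-MLLE for no effect and wells lacking GST-MLLE protein for full effect; some results filed as inactive read as strong as hits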
MsrA act: activates bovine MsrA enzyme; purified bovine MsrA, absorbance read-out; activation, % at 10.6 µM; hit rate 0.3% among 360,000; AID 602163; in the data active means activation above about 7.5%;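 further: 0% = vehicle and 100% = reference activator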
* marks the source's active call; other numbers are inactive results; i = inactive; . = not tested or not shown.

SMILES | Rin1-Abl PPI inh | MT1-MMP act inh | MsrA inh | Rpn11 block | FAS-TE inh | eLon inh | CSN inh | MLLE-PAM2 inh | MsrA act
CC(C)(C)NC(=O)NC(=O)COC(=O)CNS(=O)(=O)c1ccc(Br)cc1Cl | 1 | -2 | 0.3 | i | 0 | 0 | -5 | 6 | -4
Cc1ccccc1-c1ccc(=O)n(CC(=O)Nc2ccc(N3CCOCC3)cc2)n1 | 1 | -3 | -0.1 | i | -10 | -5 | 1 | -1 | 5
O=C(Nc1nc(-c2ccccc2)cs1)Nc1ccc(F)cc1F | 2 | -6 | -1.6 | i | 9 | 8 | -2 | 6 | -4
NS(=O)(=O)c1cc(C(=O)OCC(=O)NC2CC2)ccc1Cl | 1 | 5 | -0.8 | i | -5 | -8 | 0 | -4 | -8
Cc1ccc(C(O)c2ncc(-c3cccc4ccccc34)[nH]2)cc1F (stereo not given) | -5 | 2 | -0.1 | i | 14 | -14 | 6 | 15 | 0
COc1cccc(NC(=O)c2ccc3c(c2)N(C)CCS3)c1 | -2 | 8 | 1.2 | i | 8 | 1 | 4 | 9 | -5
CCOc1ccc(NC(=O)C/C(C)=N/NC(=O)Cc2cccs2)cc1 | 5 | 1 | -0.3 | i | -3 | 1 | -2 | 7 | -4
COC(=O)c1cc(OC)c(OC)cc1NC(=O)c1ccco1 | -1 | 7 | 1.8 | i | 2 | -15 | 6 | -4 | 6
COc1ccccc1NS(=O)(=O)c1cc(C(=O)NCC(C)(C)N2CCOCC2)ccc1C | 2 | 0 | -0.5 | i | -5 | -1 | -3 | 3 | -1
Cc1cccc(-n2ncc3c2CCCC3NC(=O)CN2CCCC2=O)c1C (stereo not given) | -5 | 3 | -0.5 | i | -7 | 4 | 6 | 2 | -8
O=C(NNc1ccccc1F)c1ccccc1 | -1 | 3 | -0.1 | i | -5 | -4 | -1 | 7 | -8
Oc1ccc(Br)cc1-c1cc(-c2ccco2)[nH]n1 | 1 | 8 | -1.1 | i | 7 | -13 | 17 | 2 | -4
CCNC(=O)CN(c1ccc(Br)c(C)c1)S(C)(=O)=O | 1 | 0 | 0.8 | i | -1 | -6 | -7 | -8 | -2
O=[N+]([O-])c1ccc(N/N=C/c2ccc(OCc3cccc4ccccc34)cc2)nc1 | 6 | -91 | 0.1 | . | -13 | -5 | 70* | -48 | -7
CC(C)CC(=O)Nc1nnc(SCC(=O)Nc2nccs2)s1 | -4 | 2 | -0.4 | i | -7 | -2 | 2 | 3 | -3
CCC(C)(C)NC(=O)C(c1cccc(OC)c1OC)N(CC(C)C)C(=O)CCC(=O)Nc1cc(C)on1 (stereo not given) | 2 | -2 | -0.6 | i | -3 | 3 | -4 | 9 | 1
Cc1ccc2oc(C(=O)N3CCN(CCO)CC3)c(C)c2c1 | -1 | 4 | -0.7 | i | -2 | -8 | 3 | 6 | -3
Nc1sc2c(c1C(=O)NCCc1ccccc1)CCC2 | 0 | -10 | 0.4 | i | -1 | -3 | 4 | -16 | -2
Cc1ccc(C(=O)C(=S)N2CCOCC2)cc1 | 3 | -1 | 1.8 | i | -8 | 1 | -2 | 7 | -10
Cc1ccc(Cl)cc1N1CCN(C(=O)c2ccccc2SCC(=O)N2CCCC2)CC1 | 1 | -2 | 0.6 | i | 7 | -5 | 1 | 7 | -1

The closing 2 compounds of the part before are carried over, then new ones follow.
SMILES | Rin1-Abl PPI inh | MT1-MMP act inh | MsrA inh | Rpn11 block | FAS-TE inh | eLon inh | CSN inh | MLLE-PAM2 inh | MsrA act
Cc1ccc(C(=O)C(=S)N2CCOCC2)cc1 | 3 | -1 | 1.8 | i | -8 | 1 | -2 | 7 | -10
Cc1ccc(Cl)cc1N1CCN(C(=O)c2ccccc2SCC(=O)N2CCCC2)CC1 | 1 | -2 | 0.6 | i | 7 | -5 | 1 | 7 | -1
N#Cc1cc(-c2ccccc2)nc(NN)n1 | 0 | 7 | 0.6 | i | 0 | 2 | 0 | 9 | -4
Cc1ccc(-n2c(CNC(=O)c3cccs3)nnc2SCC(=O)NO)cc1 | 0 | 2 | -0.6 | i | -6 | 7 | 1 | 8 | -2
Cc1ccc(-c2cnc(N)n2C)cc1C | -3 | 12 | -0.5 | i | -21 | 2 | 2 | -9 | 0
NC(=O)NCc1ccccc1F | -2 | 0 | -1.2 | i | -5 | -8 | 1 | 8 | -3
O=S1(=O)[C@H]2C[C@@H]3C=C[C@@]2(CN1Cc1ccc(F)cc1)O3 | 3 | -1 | 0.1 | i | -6 | -11 | 2 | 0 | -13
O=C1c2c(O)cc(O)cc2O[C@H](c2ccc(O)cc2)[C@H]1O | -4 | -6 | 1.5 | i | -3 | -13 | 1 | -7 | 3
CCN1CCN(CC(=O)N2N=C(c3cccs3)CC2c2ccc(OC)c(OC)c2)C(=O)C1=O (stereo not given) | 0 | 4 | 2.1 | i | -6 | 1 | -4 | 5 | -3
O=C(Nc1cc([N+](=O)[O-])ccc1F)c1ccc2ccccc2c1 | 0 | -1 | 0.3 | i | 7 | -15 | 3 | -4 | -7
O=C(NCCc1cccs1)Nc1ccc2nc([C@@H]3O[C@H](CO)[C@@H](O)[C@H]3O)[nH]c2c1 | -3 | 1 | -0.8 | i | -4 | -4 | -7 | -3 | 1
Cc1ccc(CNC(=O)CCc2nc(-c3cccs3)no2)cc1 | -1 | -2 | -0.5 | i | 1 | -1 | 2 | -8 | 0

Entries from the list above containing a Cl atom:
SMILES | Rin1-Abl PPI inh | MT1-MMP act inh | MsrA inh | Rpn11 block | FAS-TE inh | eLon inh | CSN inh | MLLE-PAM2 inh | MsrA act
CC(C)(C)NC(=O)NC(=O)COC(=O)CNS(=O)(=O)c1ccc(Br)cc1Cl | 1 | -2 | 0.3 | i | 0 | 0 | -5 | 6 | -4
NS(=O)(=O)c1cc(C(=O)OCC(=O)NC2CC2)ccc1Cl | 1 | 5 | -0.8 | i | -5 | -8 | 0 | -4 | -8
Cc1ccc(Cl)cc1N1CCN(C(=O)c2ccccc2SCC(=O)N2CCCC2)CC1 | 1 | -2 | 0.6 | i | 7 | -5 | 1 | 7 | -1

The listing continues.
SMILES | Rin1-Abl PPI inh | MT1-MMP act inh | MsrA inh | Rpn11 block | FAS-TE inh | eLon inh | CSN inh | MLLE-PAM2 inh | MsrA act
O=C(Nc1ncccc1O)c1ccc(Cl)c(S(=O)(=O)N2CCCCCC2)c1 | 0 | -5 | 1.4 | i | -8 | -6 | 3 | 8 | 2
COc1ccc(Nc2nc3ccccc3nc2NS(=O)(=O)c2cccs2)cc1 | 2 | 2 | 0.0 | i | -2 | -1 | -2 | 0 | 2
COc1ccc(NC(=O)N2CCc3ccccc3C2)cc1 | 4 | 0 | -1.6 | i | -2 | -11 | -4 | 6 | 0
Cc1nc2ccccc2c(=O)n1CCCn1ccnc1 | -1 | 3 | 0.4 | i | -9 | -7 | 1 | 7 | -3
CC1CCc2c(sc(NS(=O)(=O)c3ccccc3)c2C(=O)OC(C)C)C1 (stereo not given) | -2 | -12 | 1.0 | i | 7 | -11 | 6 | -6 | -2
O=C1CCc2cc(S(=O)(=O)Nc3ccc(F)cc3)ccc2N1 | 2 | 3 | -0.5 | i | -6 | -10 | 3 | -6 | -9
Cn1c(Sc2ccc(C(F)(F)F)cc2[N+](=O)[O-])nnc1-c1ccccc1 | 3 | 10 | 0.1 | i | 15 | -3 | 5 | 3 | 7
O=C(Nc1ccccc1)N(Cc1ccccc1)Cc1ccccc1 | 0 | . | 0.5 | i | 16 | 8 | 3 | -11 | 1
COC(=O)c1ccc(COc2ccccc2/C=N/NC(N)=O)o1 | -2 | 1 | -0.7 | i | -2 | -2 | -1 | 8 | -6
CN1CCN(C(=O)/C=C/c2ccc(Cl)c(Cl)c2)CC1 | -6 | 1 | 0.9 | i | -3 | -1 | 2 | -3 | -1
CCOc1ccc(-n2c(SCC(=O)Nc3nccs3)nnc2-c2ccoc2C)cc1 | 2 | -6 | 0.1 | i | 13 | -5 | -1 | -9 | -5
O=C(/C=C/c1ccccc1)NC(=S)Nc1cccnc1 | 1 | 5 | 0.3 | i | -2 | -9 | 0 | 25 | -9
COc1ccccc1N1CCN(C(=O)C(C)N(c2ccc(C)c(C)c2)S(C)(=O)=O)CC1 (stereo not given) | 1 | 8 | 1.9 | i | 0 | -16 | 2 | 8 | -6
COc1ccc(/C(C)=N/N=C2/NC(=O)CC(C(=O)O)S2)cc1 (stereo not given) | 1 | 5 | 0.8 | i | -10 | -10 | 1 | 3 | -5
O=C(CSCc1ccc(Cl)cc1)NCC1CCCO1 (stereo not given) | 2 | 4 | -0.6 | i | -4 | -1 | -4 | -3 | 6
O=C(N/C(=C/c1cccc([N+](=O)[O-])c1)C(=O)N1CCCCCC1)c1ccco1 | -1 | 4 | 0.8 | i | 1 | -6 | 1 | -10 | -5
CC(C)c1ccc(C(=O)CN2C(=O)NC3(CCc4ccccc43)C2=O)cc1 (stereo not given) | 6 | 7 | 0.3 | i | 34 | 13 | 4 | -8 | -12
CCOP(=O)(c1ccc(N(C)C)cc1)C(O)c1ccccc1OC (stereo not given) | -1 | 2 | -1.1 | i | -9 | 6 | -1 | 5 | 1
O=C(O)Cn1c(=O)c(-c2ccccc2)nc2ccccc21 | -1 | -4 | 2.0 | i | -7 | -6 | 3 | -5 | -3
C(=N\n1cnnc1)/c1ccc(N2CCOCC2)s1 | -1 | 2 | 2.3 | i | -5 | -9 | 2 | 19 | -1
CCOC(=O)c1nn(-c2ccccc2)c2nc(-c3ccc(OC)cc3)c(C#N)c(=O)n12 | 6 | 3 | 2.4 | i | 22 | 12 | 5 | -1 | -1
COC(=O)[C@@]1(Sc2ccc(C)cc2)CC(=O)N[C@@H]1c1ccc(Br)cc1 | . | 9 | -0.2 | . | 14 | -12 | -5 | . | 0
Cc1cccc(C)c1N(Cc1ccccc1F)S(C)(=O)=O | 4 | 1 | 0.6 | i | 1 | 2 | -8 | 5 | -12
COc1ccc(CCNC(=O)c2cc(-c3ccccn3)nc3ccccc23)cc1 | 0 | 2 | 1.4 | i | 5 | -5 | 3 | 7 | -4
CC(C)c1ccc(NC2CCCN(C(=O)CCN3CCCO3)C2)cc1 (stereo not given) | 0 | -2 | -0.1 | i | -8 | -23 | 3 | 3 | 0
COc1ccccc1N1CCN(/N=C(\C)c2ccc(O)cc2)CC1 | 1 | 2 | 0.4 | i | -2 | -4 | 1 | 16 | 0
CCOc1cc2c(cc1OCC)CN(C(=O)c1cccc(S(=O)(=O)N3CCCC3)c1)CC2 | 3 | -1 | 1.7 | i | -1 | -2 | 0 | 5 | -2
CC1=NN(C(=O)Cc2ccc(C)cc2)C(O)(c2cccnc2)C1 (stereo not given) | -2 | 1 | -1.2 | i | -2 | -16 | 2 | 7 | 1
CC(C)(C)OC(=O)N1CC(O)CC1C(=O)OCC(=O)c1ccc(Cl)cc1 (stereo not given) | 3 | -2 | -0.1 | i | -4 | -9 | -6 | -83 | -5
O=C(NCC1CCCO1)c1cc(S(=O)(=O)Nc2ccc(Br)cc2)ccc1Cl (stereo not given) | 6 | -1 | 1.9 | i | 1 | -5 | -2 | 3 | -3
CCCCCCCCCCOC(=O)c1csc2nnsc12 | -4 | 0 | 1.1 | i | 38 | -1 | 3 | -16 | -3
Cc1ccn2c(Nc3ccc4c(c3)OCO4)c(-c3ccc(O)cc3)nc2c1 | -3 | -3 | 1.1 | i | 9 | -6 | 4 | -11 | -2
CC(=O)c1sc(NC(=O)CCS(=O)(=O)c2ccc(Cl)cc2)nc1C | -3 | -1 | 0.1 | i | -1 | -9 | -2 | 7 | -4

Source: PubChem BioAssay
